Assay outcomes deposited in PubChem BioAssay by Sanford-Burnham Center for Chemical Genomics.
SENP8 block-1: inhibitors of human SENP8 protease; 360,000 compounds, 0.64% hits; AID 602440; recombinant SENP8, Nedd8 substrate fluorescence; inhibition, % at 20 µM; in the data active = inhibition mostly above about 40%, no sharp cut-off; inactive = mostly below about 27%
SENP7 block: inhibitors of human SENP7 protease. recombinant SENP7, Z-RLRGG-aminoluciferin luminescence, 40 min. 330,000 compounds, 1.5% hits. Q9BQF6. inhibition, % at 5 µM;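 active = inhibition above about 50% at the single test dose, limit read from the data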;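 note: plate controls were DMSO with enzyme for no effect and no enzyme buffer wells for full effect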
Apaf1 inhib: inhibitors of human Apaf-1 apoptosome; O14727; reconstituted apoptosome caspase-3 activity, DEVD-Rh110 fluorescence; inhibition, % at 20 µM; 330,000 compounds, 0.71% hits; active = inhibition of at least 40% at 20 µM;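 note: plate controls were DMSO wells for no effect and DEVD-CHO caspase inhibitor wells for full effect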
Target sequence (O14727 whole entry, looked up): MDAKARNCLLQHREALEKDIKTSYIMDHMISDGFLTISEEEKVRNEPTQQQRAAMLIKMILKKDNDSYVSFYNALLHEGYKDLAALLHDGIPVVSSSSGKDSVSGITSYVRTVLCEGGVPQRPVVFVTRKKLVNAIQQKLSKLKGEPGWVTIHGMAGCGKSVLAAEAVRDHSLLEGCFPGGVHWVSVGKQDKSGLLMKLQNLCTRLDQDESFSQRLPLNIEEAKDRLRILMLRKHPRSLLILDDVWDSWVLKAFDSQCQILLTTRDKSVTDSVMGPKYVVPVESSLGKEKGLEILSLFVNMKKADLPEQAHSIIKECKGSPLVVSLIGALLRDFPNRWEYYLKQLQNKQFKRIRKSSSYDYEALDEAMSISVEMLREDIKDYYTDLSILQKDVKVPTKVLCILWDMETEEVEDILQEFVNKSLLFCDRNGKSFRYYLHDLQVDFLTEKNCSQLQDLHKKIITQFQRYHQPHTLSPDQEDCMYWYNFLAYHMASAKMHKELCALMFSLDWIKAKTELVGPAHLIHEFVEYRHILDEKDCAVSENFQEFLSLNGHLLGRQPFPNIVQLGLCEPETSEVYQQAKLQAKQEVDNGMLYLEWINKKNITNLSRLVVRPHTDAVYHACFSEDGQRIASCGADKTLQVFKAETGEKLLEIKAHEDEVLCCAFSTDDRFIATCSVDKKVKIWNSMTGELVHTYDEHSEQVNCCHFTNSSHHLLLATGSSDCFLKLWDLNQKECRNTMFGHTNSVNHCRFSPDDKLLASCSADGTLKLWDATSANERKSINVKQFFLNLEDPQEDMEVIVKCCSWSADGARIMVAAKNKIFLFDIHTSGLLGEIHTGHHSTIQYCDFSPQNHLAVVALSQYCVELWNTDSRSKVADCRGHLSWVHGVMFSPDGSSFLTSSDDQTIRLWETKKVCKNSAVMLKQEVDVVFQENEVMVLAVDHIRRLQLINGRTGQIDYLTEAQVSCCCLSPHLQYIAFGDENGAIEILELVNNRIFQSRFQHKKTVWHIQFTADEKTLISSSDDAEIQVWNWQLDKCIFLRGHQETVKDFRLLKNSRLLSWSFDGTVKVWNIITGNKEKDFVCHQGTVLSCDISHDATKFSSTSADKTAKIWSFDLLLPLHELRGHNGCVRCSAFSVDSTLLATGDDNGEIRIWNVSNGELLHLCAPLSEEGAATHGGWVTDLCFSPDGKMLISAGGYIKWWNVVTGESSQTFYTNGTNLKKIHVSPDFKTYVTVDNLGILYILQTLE
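System: reconstituted apoptosome with Apaf-1, cytochrome c, caspase-9, procaspase-3, dATP; Signal: Rh110 fluorescence intensity; Schedule: 30 min compound preincubation, 50 min activation, room temperature; Reagent: cytochrome c trigger plus (Z-DEVD)2-Rh110 caspase-3 substrate.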
SENP1 FRET inh: inhibitors of human SENP1 SUMO protease catalytic domain; recombinant SENP1 catalytic domain, CyPet-SUMO1-YPet FRET cleavage; inhibition, % at 10 µM; 360,000 compounds, 0.21% hits;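 active = inhibition at least 30% at 10 µM, raw YFP signal under a set limit, fluorescence ratio 0.5 to 1.5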;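 note: 0% = enzyme with DMSO and 100% = no enzyme wells; some results filed as inactive read as strong as hits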
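Compound: 10 µM single point, 0.5% DMSO; Test system: hSENP1 catalytic domain, recombinant; Timing: 50 min reaction at room temperature; Technique: FRET, CFP and YFP emission; Control set: no-enzyme wells low, DMSO-plus-enzyme wells high control.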
HKDC1 inh: HKDC1 (human) hexokinase inhibition; Q2TB90; recombinant HKDC1, G6PDH/diaphorase resazurin coupled fluorescence; inhibition, % at 20 µM; 340,000 compounds, 0.16% hits; AID 493160;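 active = inhibition above about 35% when tested at 20 µM, limit read from the data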;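 note: plate controls were DMSO wells with enzyme for no effect and DMSO wells lacking enzyme for full effect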
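Test system: recombinant HKDC1 (HK5) hexokinase enzyme, produced in-house / Doses: 20 µM test compound, 1% DMSO / Timing: 90 min, room temperature / Detection: G6PDH/diaphorase-coupled fluorescence, 1 mM NADP, 100 µM resazurin, 525/613 nm / Control set: DMSO wells with and without enzyme mix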
SENP8 block-2: inhibitors of human SENP8 protease. Q96LD8. purified SENP8, Z-RLRGG-aminoluciferin cleavage, luminescence. inhibition, % at 10 µM. 330,000 compounds, 1.2% hits. AID 2540; in the data active = inhibition above about 50%
PfGluPho inh: PfG6PD (Plasmodium falciparum) enzyme inhibition; PfGluPho enzyme, NADPH resazurin-diaphorase fluorescence; inhibition, % at 20 µM; 350,000 compounds, 0.78% hits;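 active = inhibition reaching at least a set limit at 20 µM in the primary screen, cut at about 59% in these data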;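 note: 0% = DMSO wells with substrate and 100% = DMSO wells lacking glucose-6-phosphate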
NLRP3 yeast inh: inhibitors of NALP3 inflammasome in yeast; Yeast reconstituted NLRP3/ASC/caspase-1, beta-gal luminescence, 24 h; inhibition, % at 10 µM; 330,000 compounds, 0.39% hits; AID 2825;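 active = inhibition of 50% or more; inactive = inhibition below 50%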;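 note: plate controls were induced DMSO wells for no effect and uninduced yeast grown without galactose for full effect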
SENP6 block: SENP6 protease inhibition; Q9GZR1; Recombinant SENP6 catalytic domain, aminoluciferin luminescence; inhibition, % at 10 µM; 330,000 compounds, 1.8% hits;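 active = inhibition above about 50% at the single tested dose, limit read from the data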;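 note: plate controls were DMSO wells with enzyme for no effect and DMSO wells lacking enzyme for full effect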
Active calls of the source: *; nt = not tested or not shown.

SMILES | SENP8 block-1 | SENP7 block | Apaf1 inhib | SENP1 FRET inh | HKDC1 inh | SENP8 block-2 | PfGluPho inh | NLRP3 yeast inh | SENP6 block
O=C(CC1Nc2ccccc2NC1=O)Nc1cc(Cl)cc(Cl)c1 (stereo not given) | -301 | -1 | 24 | -25 | 18 | -6 | -7 | 20 | -9
O=C(Nc1ccc(S(=O)(=O)N2CCc3ccccc3C2)cc1)C1CCCO1 (stereo not given) | 6 | 0 | 1 | 2 | -4 | -5 | -3 | 16 | -2
C[C@@]12C(=O)OC(=O)[C@]1(C)C1CCC2O1 | 2 | 1 | -1 | 1 | 4 | 8 | -6 | 10 | -4
COc1cccc(OC)c1C(=O)Nc1ccccc1N1CCCCC1 | 14 | 5 | 24 | 0 | -9 | 0 | -11 | 7 | 10
C/C(N)=C(/C#N)C(=O)CSc1nc2ccccc2c(=O)n1-c1ccc(C)cc1 | nt | -4 | 12 | nt | nt | -6 | nt | 9 | -16
COc1ccc(CCNC(=S)N2CCN(S(=O)(=O)c3ccc(F)cc3)CC2)cc1 | 10 | -6 | 13 | 0 | -5 | 7 | 15 | 5 | -4
Cc1nn(C)cc1NC(=O)c1nn(C)cc1[N+](=O)[O-] | 19 | 7 | -12 | 1 | -12 | -6 | -5 | 3 | 2
CC/C(=N\NC(=O)c1cc(C)nc2ccccc12)c1ccc(C)s1 | 15 | -6 | 11 | 1 | -6 | 1 | -1 | 29 | 2
Cc1ccc(S(=O)(=O)CCC(=O)N2CCN(c3ccccc3O)CC2)cc1 | 18 | 6 | 8 | 1 | 8 | 0 | 6 | 28 | 5
CCCCC1(C)NC(=O)N(CC(=O)Nc2cc(S(=O)(=O)N3CCOCC3)ccc2Cl)C1=O (stereo not given) | -56 | -4 | -2 | -8 | -1 | 5 | 3 | 9 | -6
O=C(CSc1ncnc2ccccc12)NC1CCS(=O)(=O)C1 (stereo not given) | 14 | -1 | -12 | 2 | 0 | 5 | -13 | 9 | 11
CSc1cccc(NC(=O)Nc2ccc(Cl)cc2)c1 | 23 | 0 | 8 | 4 | -3 | -1 | 7 | 21 | -19
Nc1cccc(S(=O)(=O)c2cccc(N)c2)c1 | -41 | 3 | -6 | 3 | -6 | -10 | 13 | 14 | -13
CCc1ccc(N2C(=O)c3sc4nnc(C)c(=O)n4c3C2=O)cc1 | 16 | 3 | -4 | 3 | -3 | 34 | -10 | -7 | 15
CC(C)(C)c1ccc(C(CC(=O)O)NC(=O)Cc2ccc(F)cc2)cc1 (stereo not given) | nt | 0 | -4 | nt | nt | 4 | nt | 12 | -5
CCCCCCC(=O)NNC(=O)c1c(O)c2ccccc2n(CC)c1=O | -17 | 6 | 22 | 0 | -13 | 1 | -34 | 24 | -24
COc1cc(C2C(C(=O)c3ccco3)=C(O)C(=O)N2c2cc(C)on2)cc(Br)c1O (stereo not given) | 4 | 6 | 2 | -3 | 3 | 3 | -24 | -16 | -4
COc1ccc(-c2nnc(-c3ccccc3)o2)cc1OC | -304 | 64* | -9 | 0 | 11 | 35 | 4 | 28 | 58*
CCc1ccc2c(c1)c1nnc(NN)nc1n2CC | 72* | 0 | -4 | 4 | -11 | 6 | 19 | 8 | 7
CCC(C)[C@@H](C(=O)N1CCNCC1)n1cc(CCCCN)nn1 (stereo not given in full) | 20 | 7 | -4 | 2 | 0 | -12 | -12 | 18 | -17

In the list so far, 3 contain an aryl thioether with sulfur outside any ring.
SMILES | SENP8 block-1 | SENP7 block | Apaf1 inhib | SENP1 FRET inh | HKDC1 inh | SENP8 block-2 | PfGluPho inh | NLRP3 yeast inh | SENP6 block
C/C(N)=C(/C#N)C(=O)CSc1nc2ccccc2c(=O)n1-c1ccc(C)cc1 | nt | -4 | 12 | nt | nt | -6 | nt | 9 | -16
O=C(CSc1ncnc2ccccc12)NC1CCS(=O)(=O)C1 (stereo not given) | 14 | -1 | -12 | 2 | 0 | 5 | -13 | 9 | 11
CSc1cccc(NC(=O)Nc2ccc(Cl)cc2)c1 | 23 | 0 | 8 | 4 | -3 | -1 | 7 | 21 | -19

Next section
SMILES | SENP8 block-1 | SENP7 block | Apaf1 inhib | SENP1 FRET inh | HKDC1 inh | SENP8 block-2 | PfGluPho inh | NLRP3 yeast inh | SENP6 block
Cc1ccc(N=CC2=C(O)CC(c3ccco3)CC2=O)cc1 (stereo not given) | -53 | -15 | -2 | 0 | 13 | -15 | 1 | 3 | -18
N#Cc1ccc(Oc2cccnc2)cc1C#N | 6 | 12 | -1 | -1 | -1 | 5 | 6 | 9 | 1
Cc1ccc(-n2c(-c3ccncc3)n[nH]c2=S)cc1 | -4 | 3 | 1 | -1 | -11 | 1 | 33 | 20 | 3
COc1ccc(-n2c(=S)[nH]c3cc(C(=O)N4CCN(c5ccccc5)CC4)ccc3c2=O)cc1 | 6 | 4 | 18 | 1 | -6 | -2 | 2 | 11 | -11
CN1C(=O)CSC1=Nc1ccc(F)cc1 | 16 | 9 | -18 | 0 | 3 | -1 | -11 | -5 | -1
Cc1cc(NC(=O)CCc2ccc(S(=O)(=O)N3CCOCC3)cc2)n(-c2ccccc2)n1 | 4 | 4 | 1 | -2 | 7 | 5 | -5 | -1 | -2
CN(C)c1ccc(NC(=O)C[n+]2ccccc2)cc1 | 10 | -13 | -4 | 6 | 2 | 0 | 9 | 16 | -7
Cc1ccc(NC(=O)CN(C)C(=O)CSc2nccn2C)cc1 | -3 | 1 | 13 | 1 | -9 | -13 | 10 | -4 | -8
CN(c1ccccc1)S(=O)(=O)c1cccc(NC(=O)CSc2ncc(C(F)(F)F)cc2Cl)c1 | 16 | 0 | 13 | -1 | -1 | 4 | 12 | 12 | 25
COc1ccc(C2CCCN2C(=O)Nc2ccc(F)cc2)cc1OC (stereo not given) | 15 | -18 | 11 | -3 | -4 | -15 | -2 | 22 | -14
Cc1cccc(-n2c(O)c(C=NCc3ccccn3)c3ccccc3c2=O)c1 | 9 | -7 | -3 | 0 | -9 | 7 | -4 | 0 | 2
COC(=O)c1cccc(-n2[nH]nnc2=S)c1 | 8 | 9 | 1 | 1 | -2 | 0 | 46 | 3 | 14
COc1ccc(N2CC(C)Cn3c2nc2c3c(=O)n(Cc3ccc(C)cc3)c(=O)n2C)c(OC)c1 (stereo not given) | 7 | 2 | 6 | 3 | 6 | 2 | 15 | 22 | -11
O=C(c1ccccc1Br)N1CCN(c2ccccc2)CC1 | 12 | -3 | -12 | 2 | -10 | -3 | -8 | 3 | 7
CCN(CC)C(=O)c1cc2cc(Br)ccc2oc1=O | 2 | 11 | -18 | 0 | 9 | -5 | 7 | 3 | -2
Cc1cc(C)cc(OCC(=O)O/N=C(\N)c2ccccc2Cl)c1 | 18 | 0 | -5 | 1 | -2 | -12 | 13 | 14 | -5
O=C(CC1Sc2ccccc2NC1=O)NCc1cccc(Cl)c1 (stereo not given) | 7 | -2 | 0 | 7 | 2 | -6 | 12 | 13 | -17
COC(=O)c1[nH]c2cc(C)ccc2c1NC(=O)CN1CCN(c2ccccc2OC)CC1 | -227 | -16 | 14 | 1 | -5 | -10 | 4 | 9 | -24
CCN(CC(=O)NCc1ccc(F)cc1)Cc1cc(=O)n2ccsc2n1 | -28 | 9 | -5 | 2 | 0 | 8 | 2 | -9 | 12
CCc1ccc(NC(=O)C2(c3ccccc3)CC2(Cl)Cl)cc1 (stereo not given) | 18 | -7 | 23 | 3 | 4 | -5 | 6 | 17 | -28
COc1ccc2[nH]c3c(c2c1)CCNC3(C)CCc1ccc(Cl)nc1 (stereo not given) | 21 | 1 | 4 | 0 | -11 | 1 | -3 | 7 | -8
O=C(COc1ccc2c3c(c(=O)oc2c1)CCC3)NC1CCN(Cc2ccccc2)CC1 | -64 | -10 | 13 | 3 | 3 | -4 | 2 | 6 | -29
O=C(OCC(=O)N1CCN(S(=O)(=O)c2ccccc2)CC1)C1CCC1 | 11 | 13 | -3 | 0 | -6 | -2 | -10 | 16 | -13
Cc1c(NC(=S)N/C(=N/S(=O)(=O)c2ccc(Cl)cc2)c2ccccc2)c(=O)n(-c2ccccc2)n1C | 16 | 2 | -10 | 1 | 1 | -7 | -3 | 5 | -20
COc1ccc2[nH]c(C(=O)Nc3cccc(C)n3)cc2c1 | -482 | 86* | 5 | 2 | 4 | 85* | 7 | 4 | 91*
CCCCNC(=O)C1CCC(CNS(=O)(=O)c2ccc(NC(C)=O)cc2)CC1 (stereo not given) | 23 | 4 | 2 | 1 | -10 | 8 | 6 | -6 | 7
COc1cc(C(=O)NCc2ccc(C(=O)NCC(OC)OC)cc2)cc(OC)c1OC | 16 | -8 | 3 | 3 | 0 | -4 | -11 | -1 | -7
CCc1ccc(Nc2n[n+](-c3ccccc3)c(-c3cccc(C)c3)s2)cc1 | 17 | 1 | 30 | -1 | -4 | 4 | 18 | 28 | 4
Cc1ccc(-c2c(C(=O)N/N=C/c3cccc(Cl)c3)nnn2-c2nonc2N)cc1 | 10 | 17 | 11 | 1 | 2 | 7 | 145* | 8 | -2
C[C@H](CO)N1C[C@H](C)[C@@H](CN(C)C(=O)Nc2ccccc2)Oc2ccc(NC(=O)Nc3ccc(C(F)(F)F)cc3)cc2C1=O | 7 | -8 | 6 | 2 | 4 | 4 | 19 | 11 | 0
CC1(C)CC(=O)C(C=Nc2cc(C(=O)c3ccccc3)ccc2N)=C(O)C1 | -114 | 5 | 7 | -27 | -4 | 7 | 11 | 23 | 18
Cc1cccc(N2CCN(Cc3nc(C4CC4)no3)CC2)n1 | 3 | -3 | -4 | 3 | -3 | 2 | 7 | -27 | -15
Cc1ccc(Cn2c(N)c(S(=O)(=O)c3cccs3)c3nc4ccccc4nc32)cc1 | -307 | 9 | 7 | -26 | -1 | -4 | 6 | -8 | 6
CC(C)Cc1nnc(NC(=O)CCC(=O)N2CCN(C3CCCC3)CC2)s1 | 5 | -2 | -9 | 3 | -6 | -1 | -4 | 3 | 24
O=C(Nc1ccnn1C1CCN(C/C=C/c2ccc(F)cc2)CC1)C1CCCC1 | 1 | 11 | 11 | 1 | -2 | -16 | -7 | 16 | -4
C1CCC(n2nnnc2CN2CCCC2)CC1 | 8 | -9 | 1 | -5 | -7 | 3 | 8 | -13 | 3
CCC(=O)N1c2ccccc2NC2=C(C(=O)CCC2)C1c1ccccc1 (stereo not given) | -21 | -4 | -4 | 3 | -2 | 3 | -8 | 15 | -42
COc1cc(/C=C(\C#N)C(=O)NCCc2ccccc2)cc(OC)c1O | -142 | -2 | -6 | -36 | 2 | -6 | 15 | 33 | -7
CCN1C(=O)[C@@H]2[C@@H](c3ccc(-c4ccc(F)cc4)cc3)N3CCC[C@@]3(C(=O)OC)[C@@H]2C1=O | -3 | 7 | 12 | 0 | -3 | 6 | 2 | 2 | -5

Some of these compounds in order of their number in SENP1 FRET inh, highest first.
Structure	SENP8 block-1	SENP7 block	SENP1 FRET inh	HKDC1 inh	PfGluPho inh	NLRP3 yeast inh	SENP6 block
Cc1cccc(N2CCN(Cc3nc(C4CC4)no3)CC2)n1	3	-3	3	-3	7	-27	-15
C1CCC(n2nnnc2CN2CCCC2)CC1	8	-9	-5	-7	8	-13	3
Cc1ccc(Cn2c(N)c(S(=O)(=O)c3cccs3)c3nc4ccccc4nc32)cc1	-307	9	-26	-1	6	-8	6
COc1cc(/C=C(\C#N)C(=O)NCCc2ccccc2)cc(OC)c1O	-142	-2	-36	2	15	33	-7
